# Yeast growth inh: growth inhibitors of yeast BB579 in restrictive medium, primary screen, yeast lifespan-shortening project, S. cerevisiae. OD615, 48 h. inhibition, % at 10 µM. 140,000 compounds, 0.51% hits;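 active = inhibition above a set limit, 3 SD over the mean compound inhibition, cut at about 44% in these data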; note: inactives centre near -24
#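 Test system: DeaD yeast strain BB579 / Buffer or medium: restrictive glucose-based CSMM-D medium / Doses: single 10 µM dose / Schedule: 4 h cell preincubation, 48 h compound exposure, 30 °C humidified / Technique: culture absorbance at 615 nm / Controls: amphotericin B positive control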
# HCT116 bCat-KO: primary screen for growth suppressors in beta-catenin knockout HCT116 cells (colon tumor, human) | HCT116 beta-catenin knockout viability, CellTiter-Glo, 60 h; hits give low values | viability, % at 10 µM | 140,000 compounds, 1.5% hits;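 active = viability at or under a set limit, the compound median less 4 SD, cut at about 6% in these data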;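 note: 0% = Hyamine 1622 control at 20 µM and 100% = untreated cell control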
# Measles CPE: compounds protecting cells from measles virus cytopathic effect, primary screen, measles RdRp inhibitor project, single point, MLSMR library, absorbance; Measles virus-infected cells, CPE protection; protection (pct of control), % at 4 µM; 140,000 compounds, 1.5% hits; AID 841, 2007; in the data active = protection mostly above about 24%, no sharp cut-off; inactive = mostly below about 26%; note: some compounds called inactive have numbers as strong as hits
# Yeast lifespan up: compounds extending yeast replicative lifespan, primary screen, S. cerevisiae, OD615; inhibition of the nicotinamide effect, % at 10 µM; S. cerevisiae growth with nicotinamide; deaD strain in restrictive glucose medium; 130,000 compounds, 0.68% hits;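 active = inhibition above a set limit, placed 3 SD over the median of all compounds, cut at about 26% in these data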;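 note: 0% = nicotinamide-treated wells and 100% = cells grown without nicotinamide; some compounds called inactive have numbers as strong as hits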
#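 Measured by: optical density (absorbance) at 615 nm; System: modified budding yeast, DeaD strain; Medium: restrictive CSMM-D dextrose medium; Timing: 4 h preincubation then 48 h treatment at 30 °C.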
# Phagocyt inh: inhibitors of macrophage phagocytosis, primary screen, imaging, J774A.1 cells, IgG beads. J774A.1 macrophage IgG-bead phagocytosis. inhibition, % at 5 µM. 110,000 compounds, 0.07% hits;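 active = inhibition above the mean of the plate negative controls plus 5 SD, cut at about 13% in these data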;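 note: phagocytic index as fraction of beads internalized from green versus red external bead signal; plate controls were DMSO negative control for no effect and cytochalasin-D positive control for full effect; some results beyond the cut were filed as inactive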
# HCT116 PTEN-null: growth suppression of PTEN-null HCT116, primary screen, cell-based, CellTiter-Glo. HCT116 PTEN-null viability, 60 h; hits give low values. viability, % at 10 µM. 140,000 compounds, 1.2% hits;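 active = viability at or below a set limit, 4 SD under the median of all tested compounds, cut at about 3.7% in these data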;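 note: PTEN knockout HCT116 line with beta catenin targeted HCT116 as companion control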
# GALR2 antag: GALR2 antagonists in receptor-expressing cells, primary screen. antagonist mode. inhibition, % at 4 µM. 140,000 compounds, 0.39% hits. Galanin receptor type 2 (Homo sapiens), O43603; in the data active = inhibition above about 27%;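 note: cells stimulated with galanin 1-16 at roughly its EC80; 0% = agonist challenge control and 100% = basal control without agonist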
# Target sequence (O43603 whole entry, looked up): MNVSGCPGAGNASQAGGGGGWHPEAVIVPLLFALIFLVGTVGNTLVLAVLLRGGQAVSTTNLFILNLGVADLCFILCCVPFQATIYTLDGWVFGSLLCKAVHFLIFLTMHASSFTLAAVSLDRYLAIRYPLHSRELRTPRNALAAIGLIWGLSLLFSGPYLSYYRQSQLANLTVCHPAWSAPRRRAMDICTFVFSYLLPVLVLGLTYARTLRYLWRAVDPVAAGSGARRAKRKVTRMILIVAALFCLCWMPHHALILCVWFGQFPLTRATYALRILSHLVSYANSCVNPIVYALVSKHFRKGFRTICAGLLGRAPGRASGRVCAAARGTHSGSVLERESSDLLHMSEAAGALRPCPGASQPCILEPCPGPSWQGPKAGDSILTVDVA
# MRP-1 activ: H69AR viability gain despite doxorubicin, primary screen, MRP-1 activator project, H69AR cells, CellTiter-Glo. viability rescue. viability increase, % at 10 µM. 140,000 compounds, 0.61% hits;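 active = viability gain under doxorubicin at or above a set limit, the compound median plus 3 SD, cut at about 4.7% in these data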;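 note: MRP-1 overexpressing cells given doxorubicin 25 µM after compound pretreatment; 18-22 h compound pretreatment then 72 h with doxorubicin before readout; 0% = doxorubicin-only wells and 100% = vehicle-treated cells without doxorubicin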
# E-sel TNF inh: E-selectin induction blockers in HUVEC – imaging, immunofluorescence, high content, primary screen. 120,000 compounds, 0.71% hits. inhibition, % at 2 µM. AID 1246, 2008. HUVEC TNFa-induced E-selectin immunofluorescence;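 active = inhibition above the batch mean plus 3 SD, and confirmed as a hit on visual image review, cut at about 43% in these data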;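 note: 0% = TNF-stimulated DMSO wells and 100% = unstimulated control wells; not every result past the cut was called active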
# NPY Y2 blocker: NPY-Y2 receptor antagonists, primary screen, cell-based | NPY-Y2 expressing cells, antagonist mode | inhibition, % at 2.7 µM | 140,000 compounds, 0.99% hits; in the data active = inhibition above about 17%;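 note: 0% = vehicle with agonist challenge and 100% = reference antagonist with challenge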
# Target sequence (P49146 whole entry, looked up): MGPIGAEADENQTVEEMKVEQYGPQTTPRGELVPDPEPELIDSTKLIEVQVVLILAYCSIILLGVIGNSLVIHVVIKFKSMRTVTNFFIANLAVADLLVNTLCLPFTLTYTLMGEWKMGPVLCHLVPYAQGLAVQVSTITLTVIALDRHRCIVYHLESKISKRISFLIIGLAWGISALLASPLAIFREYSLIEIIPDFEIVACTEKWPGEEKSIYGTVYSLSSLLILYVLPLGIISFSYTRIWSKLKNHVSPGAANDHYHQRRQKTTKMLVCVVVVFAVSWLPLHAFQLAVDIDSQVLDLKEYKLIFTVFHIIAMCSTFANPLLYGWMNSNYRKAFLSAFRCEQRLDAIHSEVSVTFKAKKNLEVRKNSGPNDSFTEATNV
# Starred values were filed as active, the others as inactive; · = no result given.
SMILES,Yeast growth inh,HCT116 bCat-KO,Measles CPE,Yeast lifespan up,Phagocyt inh,HCT116 PTEN-null,GALR2 antag,MRP-1 activ,E-sel TNF inh,NPY Y2 blocker
COc1cc(C)c(C)cc1S(=O)(=O)N1CCCCC1c1cccnc1 (stereo unspecified),-34.2,66.2,51.1*,-1.5,-1.5,74.0,4.0,-2.6,-20.1,7.3
O=C(/C=C/Nc1ccc(S(=O)(=O)Nc2ncccn2)cc1)c1ccc(Cl)c(Cl)c1,-31.3,71.7,6.7,3.2,-2.0,65.8,5.9,-2.5,·,4.3
O=C(Nc1cccc(O)c1)c1ccccc1,-14.4,84.3,25.3,-5.0,-0.5,85.8,3.7,-2.2,13.6,0.7
Cc1ccc(OCCNC(=O)Cn2cnc3c(=O)n(C)c(=O)n(C)c32)cc1C,-22.9,79.2,10.0,·,·,87.0,14.4,-2.7,-31.8,2.0
O=C(CN(C(=O)C1COc2ccccc2O1)c1ccccc1)NCC1CCCO1 (stereo unspecified),7.3,98.2,12.0,-3.5,·,95.9,1.1,-1.1,·,0.4
Cc1ccc(Cl)cc1Nc1nc(-c2sc(NC(=O)C(C)(C)C)nc2C)cs1,-39.3,76.6,0.1,-4.0,0.2,79.8,-7.4,0.5,-41.3,5.2
O=C(COC(=O)c1cccc(S(=O)(=O)N2CCOCC2)c1)Nc1ccc2c(c1)OCO2,-47.9,96.1,18.0,-4.9,-0.3,96.5,-3.1,-0.9,-3.0,-1.7
COc1ccc(Nc2nc(-c3cccs3)cs2)cc1,-16.7,92.0,7.0,-30.1,·,95.6,12.4,-3.0,-13.4,-1.5
CC(C)=CCCC(C)CN1CCC(O)CC1 (stereo unspecified),-12.9,94.1,4.1,-2.4,0.8,91.4,6.3,-0.4,5.8,0.3
CNC(=O)N(C1=NCC(C)S1)c1ccc(F)cc1F (stereo unspecified),-47.4,87.1,4.6,-9.0,·,92.2,-7.3,-1.3,0.3,7.0
Cc1ccc(C2CC(C(F)F)n3ncc(C(=O)Nc4cnn(Cc5ccccc5C)c4)c3N2)cc1 (stereo unspecified),-18.3,1.8*,5.6,-2.8,0.1,2.1*,3.9,-5.8,·,-1.1
COc1ccc(NC(=O)CC(Cc2ccccc2)C(=O)O)cc1 (stereo unspecified),-22.4,107.0,2.1,-1.4,-2.2,92.4,3.9,0.1,-0.9,1.4
CCOc1cc(C2C3=C(CCCC3=O)N(CCC(=O)O)C3=C2C(=O)CCC3)ccc1OS(=O)(=O)c1ccc(C)cc1,-16.4,89.1,14.8,1.1,-3.0,97.6,-1.8,0.6,·,5.4
CCn1c2ccccc2c2cc(NC(=O)CC(C)=O)ccc21,-26.3,92.7,10.8,-6.3,-4.1,86.8,0.0,4.8*,·,-1.1
NC(=O)c1ccc[n+](Cc2cccc3ccccc23)c1,-20.1,85.3,11.5,7.2,-11.2,95.7,1.5,-0.8,·,1.5
O=C(Nc1cccn(Cc2c(Cl)cccc2Cl)c1=O)c1ccc(Cl)cc1Cl,-7.4,26.6,3.7,-2.6,·,47.1,3.9,1.9,3.2,7.2
COc1ccc(N(CC(=O)Nc2ccc(S(=O)(=O)N3CCCC3)cc2)S(C)(=O)=O)cc1OC,-3.9,82.9,6.2,-7.0,·,91.3,3.9,-4.1,-3.3,0.6
CC1=C(C(=O)OCc2ccc3c(c2)OCO3)C(c2ccccc2OCc2ccccc2)NC(=O)N1 (stereo unspecified),-32.2,59.7,17.4,-6.6,0.1,55.7,-6.3,-1.5,2.1,4.3
C=CCNC(=O)C1CC(=O)N(c2ccc(OCC(=O)Nc3ccc(Cl)c(C(F)(F)F)c3)cc2)C1 (stereo unspecified),-1.3,1.9*,2.2,-5.0,-0.8,1.9*,-8.3,-3.0,0.6,1.0
O=c1c2c3n(c(=O)nc2[nH]n1-c1ccccc1)CCCCC3,-28.5,93.4,4.3,-11.0,1.3,85.4,-10.3,-3.5,·,2.6
COc1ccc(NC(=O)CC2SC(=Nc3ccccc3)NC2=O)cc1 (stereo unspecified),-29.7,90.2,2.1,-11.6,-0.4,74.1,-9.0,-2.7,47.0,-2.4
Cc1cc(C)nc(SCC(=O)Nc2ccc(S(=O)(=O)Nc3nccs3)cc2)n1,-65.1,107.2,25.3,-2.7,0.8,100.1,-2.9,-0.3,1.5,4.2
CC(=O)c1cccc(NC(=O)c2onc(C)c2Cl)c1,2.1,99.5,3.1,-15.5,·,103.0,-5.3,1.5,9.7,0.4
COc1ccccc1C(=O)N1CCCC1(C#N)c1ccccc1 (stereo unspecified),-14.5,93.6,28.7,-5.9,-1.9,94.5,-17.2,-0.1,-8.1,1.7
COc1ccc(S(N)(=O)=O)cc1C(=O)NCCCN1CCN(c2ccccc2OC)CC1,-9.0,80.0,7.8,7.0,-2.4,99.6,1.8,-1.8,-20.7,1.6
Cc1ccc(NC(=S)N/C(=N/S(=O)(=O)c2ccccc2)c2ccccc2)cc1,-34.5,120.0,24.2,-10.8,-0.9,97.1,10.6,-1.4,15.9,2.1
Cc1nn(C)cc1C(=O)NNC(=S)Nc1ccccc1,1.5,107.7,12.3,-4.8,·,106.8,-9.0,-0.1,-25.0,-0.6
CC(CC(=O)NC1CCSC1=O)c1ccccc1 (stereo unspecified),-35.2,97.6,3.7,-6.1,-3.7,90.1,-1.9,4.4,-12.9,-0.3
Cc1cc(OCc2ccc(F)cc2)nc(-c2ccccc2O)n1,-4.5,85.5,32.5*,-2.9,-1.4,75.7,-5.2,2.5,·,-0.9
CC(Sc1nnc(-c2ccccc2)c(-c2ccccc2)n1)C(=O)N1CCc2ccccc21 (stereo unspecified),-20.2,70.2,15.5,0.2,-11.7,65.9,-8.2,-4.0,·,-1.4
COc1cccc(N(C(=O)c2ccco2)C(C(=O)NC2CCCC2)c2ccc(N(C)C)cc2)c1 (stereo unspecified),-50.0,88.5,12.5,-4.3,-1.0,80.1,-0.5,-2.7,-2.1,4.7
COc1cccc(NC(=O)CSc2ccc3nnc(-c4ccncc4)n3n2)c1,31.5,83.5,1.0,-2.3,-0.1,87.2,4.1,-2.9,·,5.0
COc1cccc(-c2nnc(NC(=O)c3ccc(S(=O)(=O)N(CC(C)C)CC(C)C)cc3)o2)c1,-14.9,6.1,·,-6.6,10.9,8.9,-5.3,-2.0,-28.3,0.7
COC(=O)c1c(-c2ccc(Br)cc2)csc1NC(=O)Cc1ccc(OC)c(OC)c1,-38.5,67.0,20.8,-11.2,·,69.6,-6.8,-2.9,-3.8,8.2
Nc1sc2c(c1C(=O)NC1CCS(=O)(=O)C1)CCC2 (stereo unspecified),-29.6,109.7,4.6,-19.0,-0.9,98.3,-0.3,-2.6,8.8,5.0
CCc1ccc2c(c1)C(c1ccc([N+](=O)[O-])cc1)=NNC(c1ccc(F)cc1)=N2,-46.9,62.1,11.6,-4.0,-0.1,72.2,-9.4,-0.1,-7.0,-0.9
CCn1c(N)c(C(=O)NCc2cccnc2)sc1=S,-21.6,72.9,1.7,24.6,·,71.9,-3.7,-1.3,·,5.6
COc1ccc(C(O)c2nccn2Cc2ccccc2)cc1 (stereo unspecified),-37.8,87.5,3.2,-4.5,·,90.3,-3.1,0.2,·,2.3
Cc1ccc(/C(N)=N/OC(=O)c2cccs2)cc1,-9.9,87.7,18.8,-7.3,-9.5,86.0,-8.7,-4.0,·,1.1
COc1cc(NC(=O)c2cccc3c2C(=O)N(Cc2cccnc2)C3)cc(OC)c1OC,-29.7,99.6,7.2,12.0,-0.5,96.4,11.8,-2.2,-6.6,8.2

# Fetched by structure from the entries so far:
SMILES,Yeast growth inh,HCT116 bCat-KO,Measles CPE,Yeast lifespan up,Phagocyt inh,HCT116 PTEN-null,GALR2 antag,MRP-1 activ,E-sel TNF inh,NPY Y2 blocker
COc1ccc(C(O)c2nccn2Cc2ccccc2)cc1 (stereo unspecified),-37.8,87.5,3.2,-4.5,·,90.3,-3.1,0.2,·,2.3
CC(=O)c1cccc(NC(=O)c2onc(C)c2Cl)c1,2.1,99.5,3.1,-15.5,·,103.0,-5.3,1.5,9.7,0.4

# Going on with the list.
SMILES,Yeast growth inh,HCT116 bCat-KO,Measles CPE,Yeast lifespan up,Phagocyt inh,HCT116 PTEN-null,GALR2 antag,MRP-1 activ,E-sel TNF inh,NPY Y2 blocker
CCC(NC(=O)CCCc1ccccc1)c1ccccc1 (stereo unspecified),-53.0,90.0,3.3,-2.2,-0.2,96.7,-7.1,-0.2,-18.2,5.6
C=CCNC(=S)Nc1ccc(Br)cc1F,-38.5,83.8,16.9,-5.7,-3.9,92.2,-7.1,-2.0,·,0.9
Cc1cc(C(=O)C(=O)NC(C)C)c(C)n1-c1ccc([N+](=O)[O-])cc1,4.1,103.3,12.1,-5.1,·,106.1,-3.7,2.7,-2.0,-1.2
COc1ccc(C(C(=O)NC2CCCCC2)N(C(=O)c2sc(C)nc2C)c2ccccc2C)cc1 (stereo unspecified),-14.4,57.0,2.8,-10.2,·,61.9,3.7,-1.0,-10.7,4.9
CCN1C(=O)/C(=C\c2cccs2)C(C(=O)OC)=C1C,-16.8,81.0,23.1,-13.3,-0.2,77.5,-1.8,-0.7,-10.1,1.3
CCOC(=O)c1ccc(NC(=O)c2ccc3c(c2)OCO3)cc1,-29.7,95.5,22.1,-7.0,0.7,76.3,16.1,2.7,4.8,2.3
CCCC(=O)n1nc(-c2ccco2)nc1SCc1ccccc1,-2.6,110.7,14.7,-5.8,2.5,107.8,-1.3,0.5,7.9,3.5
CCOC(=O)C1CCCN(C(=O)CCc2ccccc2)C1 (stereo unspecified),-23.7,94.0,5.3,-3.3,-0.6,85.0,3.1,-2.1,-21.1,3.9
O=C(CSc1nnc(-c2ccco2)n1-c1ccccc1)NCc1ccc2c(c1)OCO2,-8.6,101.3,3.1,-12.3,-0.5,94.9,-0.9,0.2,-27.2,0.9
Cc1ccccc1OCCSc1nc(N(C)C)nc(N(C)C)n1,-19.2,72.0,18.0,-1.5,-4.6,78.9,4.4,-1.4,·,10.7
O=C1CNCc2[nH]c3ccccc3c2N1c1ccccc1,-19.1,93.3,6.2,-7.3,-0.7,104.1,-4.1,-3.1,5.2,2.3
CCOC(=O)c1sc(NC(=O)CN2C(=O)c3cccc4cccc(c34)C2=O)nc1C,-6.1,100.2,7.9,-10.7,·,94.7,1.0,-5.1,·,-0.2
Cc1cccnc1NC(=O)CSc1nnc(COc2ccc(C(C)C)cc2)n1C,-51.3,88.6,16.7,3.8,·,94.7,-3.1,0.1,-4.8,0.1
COc1ccccc1/C=C/C=N/n1c(COc2ccccc2)n[nH]c1=S,-44.7,89.4,9.4,-8.4,5.9,81.7,-2.2,-1.5,-19.5,4.9
CC(C)C(=O)Nc1ccc(C(=O)NNC(=O)C(c2ccccc2)c2ccccc2)cc1,-50.3,81.2,24.6,-12.3,2.0,86.9,-3.4,-1.8,-5.5,3.2

# Source: PubChem BioAssay
